EPAC2 antag – EPAC2 (human) antagonism. Q8WZA2. 0.18% of 360,000 active. EPAC2 GEF exchange of Rap1B-BODIPY-GDP, fluorescence. Potency, µM (doses to about 114 µM), inactives show top-dose activity, negative = inhibition, actives largely listed as inhibitors; also: potency is read from the fitted curve at half-maximal effect; % is scaled to controls: 0 for no effect and ±100 for the full control effect; nearly all actives have a fitted effect of over 45% in size; many of its hits are not listed in these tables
MmCpn inh – M. maripaludis TRiC chaperonin inhibition. purified Mm-Cpn ATPase, ADP Transcreener TR-FRET. Potency, µM (series often up to 76.9 µM), for inactives: at the top dose activity, negative = inhibition, actives largely listed as inhibitors. 0.031% of 330,000 active; also: potency is read from the fitted curve at half-maximal effect; % is scaled to controls: 0 for no effect and ±100 for the full control effect; nearly all actives have a fitted effect of over 80% in size
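Purified archaeal Mm-CPN (25nM final) preincubated 10 min at 37degC with compound, then 10uM ATP for 30 min at 37degC; ADP measured by HTRF Transcreener TR-FRET; buffer 30 mM TRIS pH 7.4, 100mM KCl, 5mM MgCl2, 1mM DTT.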
EPAC1 antag – antagonists of human EPAC1; EPAC1 GEF assay, Rap1b-BODIPY-GDP exchange fluorescence; 0.14% of 360,000 active; AID 720709; Potency, µM (highest dose often 115 µM), without a hit: top-dose activity change, negative = inhibition, usual class: inhibitors;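 also: potency is read from the fitted curve at half-maximal effect; plate controls were vehicle for no effect and positive control for full effect; nearly all actives have a fitted effect of over 50% in size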
Target sequence (O95398 whole entry, looked up): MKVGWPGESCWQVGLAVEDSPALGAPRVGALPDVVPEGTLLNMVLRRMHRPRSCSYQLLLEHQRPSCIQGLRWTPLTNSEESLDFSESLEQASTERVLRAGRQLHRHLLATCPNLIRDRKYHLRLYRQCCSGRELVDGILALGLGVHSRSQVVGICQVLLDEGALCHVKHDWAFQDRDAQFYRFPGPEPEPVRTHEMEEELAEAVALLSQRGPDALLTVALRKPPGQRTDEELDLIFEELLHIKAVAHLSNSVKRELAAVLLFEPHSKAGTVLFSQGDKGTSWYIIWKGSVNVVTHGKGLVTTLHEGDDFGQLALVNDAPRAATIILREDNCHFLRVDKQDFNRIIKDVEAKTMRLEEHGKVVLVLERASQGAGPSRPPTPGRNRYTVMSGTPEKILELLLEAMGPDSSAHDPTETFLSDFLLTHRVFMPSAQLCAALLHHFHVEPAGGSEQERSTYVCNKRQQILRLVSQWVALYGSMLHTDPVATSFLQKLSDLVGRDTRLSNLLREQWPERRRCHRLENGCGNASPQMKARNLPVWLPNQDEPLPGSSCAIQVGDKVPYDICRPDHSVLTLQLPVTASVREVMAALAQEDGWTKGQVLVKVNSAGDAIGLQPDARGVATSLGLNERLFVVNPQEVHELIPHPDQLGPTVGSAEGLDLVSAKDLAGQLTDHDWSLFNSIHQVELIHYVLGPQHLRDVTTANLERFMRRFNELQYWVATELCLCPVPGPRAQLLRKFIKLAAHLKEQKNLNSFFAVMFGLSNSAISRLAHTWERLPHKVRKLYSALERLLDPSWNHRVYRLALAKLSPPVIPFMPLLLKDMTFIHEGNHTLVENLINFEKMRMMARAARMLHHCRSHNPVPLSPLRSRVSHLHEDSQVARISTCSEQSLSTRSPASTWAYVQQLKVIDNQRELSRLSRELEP
PI5P4Ka inh – blocks human PI5P4K alpha kinase activity; P48426; PI5P4Kalpha enzyme, ADP-Glo luminescence, 60 min; hits give low values; max response, %; 1.2% of 330,000 active; active = max response of -50% or lower; inconclusive = between -30% and -50%; inactive = -30% or higher; also: value at the top dose of about 77 µM; % is scaled to controls: 0 for no effect and ±100 for the full control effect
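Single end-point luminescence (ADP-Glo) quantified ADP from PI5P4Kalpha turnover; ATP 5 microM final, 1 h at RT, 0.1% CHAPS and 0.28 mM EGTA in HEPES pH 7.4.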
CCT chaperon mod – cytosolic chaperonin activity modulation | activity change, % (concentration not given with the values), hits read low | purified chaperonin ATPase assay, HTRF ADP detection, 30 min | 0.3% of 360,000 active; in the data active = activity change below about -30%; also: % is scaled to controls: 0 for no effect and ±100 for the full control effect
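Nucleotide hydrolysis assay: TRiC at 20–40 nM final (set by batch activity) with 10 uM ATP, 30 min at 37 °C, in presence of 76 uM compound. Detection by competitive ADP HTRF, 30 min ambient.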
PLK1 PBD inh – inhibitors of human PLK1 polo-box domain binding; Plk1 PBD binding of FITC phosphopeptide, fluorescence polarization; P53350; AID 720504; Potency, µM, for the others: max response, negative = inhibition, most hits filed as inhibitors; 2.8% of 360,000 active; also: potency is read from the fitted curve at half-maximal effect; series mostly up to about 57 µM; % is scaled to controls: 0 for no effect and ±100 for the full control effect; nearly all actives have a fitted effect of over 65% in size
WRN inhibitor – WRN helicase (human) inhibition; Q14191; WRN helicase unwinding, fluorescent forked duplex, kinetic; Potency, µM (top dose mostly 114 µM), for the others: at the top dose activity change, negative = inhibition, usual class: inhibitors; 0.46% of 360,000 active; also: potency is read from the fitted curve at half-maximal effect; % is scaled to controls: 0 for no effect and ±100 for the full control effect; nearly all actives have a fitted effect of over 55% in size
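Fluorescence dequenching readout, ex 525 nm/em 598 nm, kinetic mode: forked duplex DNA (100 nM final) with adjacent fluorophore and quencher unwound by WRN (20 nM final) with 2 mM ATP. Compound preincubation 15 min, room temperature.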
EPAC1 ag – EPAC1 (human) agonism; O95398; EPAC1 agonist qHTS, biochemical assay; response scale: 100% = response to 6.5 mM cAMP; Potency, µM (highest dose often 154 µM), inactives show at the highest dose activation, actives largely listed as activators; 0.073% of 360,000 active; AID 720707; also: potency is read from the fitted curve at half-maximal effect; nearly all actives have a fitted effect of over 60% in size
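Nucleotide exchange by EPAC1 (100 nM) on Rap1B–BODIPY-GDP (250 nM) in the presence of 50 uM GDP is tracked fluorescently at 480/540 nm over 30 min. Signals are normalized to a 6.5 mM cAMP control.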
* = called active by the depositor; ? = inconclusive; nt = no result given; [ ] = another dose, or the depositor's remark. Unless noted, calls follow the shape of the dose curve; as a rule, active = well fitted curve in the direction sought with a large enough effect; inconclusive = small, poorly fitted or top-dose-only effect, or another doubt; inactive = no such curve, though single readings can be large; an effect the other way counts as inactive or inconclusive. This is a subset; count on the stated rates, not on these rows.

SMILES	EPAC2 antag	MmCpn inh	EPAC1 antag	PI5P4Ka inh	CCT chaperon mod	PLK1 PBD inh	WRN inhibitor	EPAC1 ag
CCC1([N+](=O)[O-])COC(c2ccc(C)cc2)OC1 (centres undefined)	23%	nt	-11%	3	-1.2	1%	2%	-10%
COc1ccc(C2C=C(C)Nc3nc(SC)nn32)cc1 (centres undefined)	10%	-3%	-1%	-5	-1.8	-7%	-13%	2%
N#Cc1ccc(S(=O)(=O)N2CCN(CN3C(=O)CC4(CCCC4)C3=O)CC2)cc1	-1%	nt	-9%	-20	-1.8	-12%	4%	-1%
C(=NN1CCCCCC1)c1cccc2ccccc12	-7%	nt	-7%	-6	-0.2	-8%	-4%	15%
CN1CCN(C(=O)C2CCC(=O)N(Cc3cccc(C(F)(F)F)c3)C2)CC1 (centres undefined)	7%	-25%	-12%	5	0.5	-2%	-23%	6%
CCn1c(SCC(=O)N2CCCc3ccccc32)nnc1-c1c[nH]c2ccccc12	3%	2%	-9%	-7	-7.3	-5%	9%	11%
O=C(CC(c1ccc(F)cc1)c1ccco1)N1CCOCC1 (centres undefined)	11%	0%	-14%	-5	-4.0	-4%	-15%	-3%
O=S(=O)(Nc1ccc2cn[nH]c2c1)c1ccc(C(F)(F)F)cc1	-25%	1%	10%	-7	0.6	2%	5%	-7%
COc1ccc(NC(=O)Nc2ccc3c(c2)C(=O)N([C@H](C)CO)C[C@H](C)[C@H](CN(C)Cc2ccc(C(=O)O)cc2)OCCCC[C@@H](C)O3)cc1	7%	nt	19%	-7	-1.3	-9%	2%	6%
Cc1cc(C)c(NC(=O)COC(=O)/C=C/c2cccc(C(F)(F)F)c2)c(C)c1	2%	1%	-13%	12	-0.5	0%	0%	3%
CC(C)=C1C2CCC1C(C(=O)Nc1sc(C)c(-c3ccc(C(C)C)cc3)c1C(N)=O)C2C(=O)O (centres undefined)	-23%	-1%	-25%	-1	-1.3	30µM*	-9%	-29%
COc1ccccc1C(=O)C1CCCN(C(=O)c2cccc(Cn3cccn3)c2)C1 (centres undefined)	2%	-1%	-7%	1	-0.5	2%	-6%	-3%
COc1ccc(CCNC(=O)CS(=O)Cc2nc(-c3ccccc3F)oc2C)cc1OC (centres undefined)	5%	1%	9%	-4	-0.8	?	2%	-2%
Cc1cc(C)cc(Nc2nc3ccccc3c(=O)[nH]2)c1	2%	2%	2%	1	1.2	-2%	-2%	2%
COc1ccc(CNC(=O)c2ccc(Br)s2)cc1OC	-13%	0%	-24%	0	-0.3	-2%	-1%	-1%
Cc1cc(S(=O)(=O)N2CCN(c3ccccc3F)CC2)ccc1-n1cnnn1	-18%	0%	-40%	6	0.5	-2%	-14%	0%
COc1ccc(NC(=O)NCc2ccccn2)c(OC)c1	2%	-5%	-16%	2	3.0	3%	-5%	8%
Cc1cc(=O)oc(C)c1C(=O)Nc1ccc(F)cc1	1%	-3%	14%	1	-1.6	0%	-1%	-3%
CCCNC(=O)CCn1c(-c2ccc(C)cc2)cc(C(=O)OCC)c1C	0%	-2%	12%	-2	-1.3	-6%	1%	7%
O=C(NC(Nc1ncccn1)C(=O)c1ccccc1)c1ccccc1 (centres undefined)	0%	-2%	1%	3	-4.9	-3%	-20%[57.1 µM]	1%
COc1cccc(CNCCc2c[nH]c3ccccc23)c1OCc1ccccc1F	-8%	2%	-8%	nt	-0.8	2%	-14%	14%
O=C(CSc1ccc(-c2ccccc2)nn1)Nc1ccc2c(c1)OCCO2	4%	1%	24%	-4	-2.6	2%	-27%[57.1 µM]	11%
COc1ccc(C(C)=O)cc1CSc1nnc(SCc2cc(C(C)=O)ccc2OC)s1	1%	1%	13%	-11	-0.6	-4%	-6%	3%
C/C(=N/NC(=O)c1ccc(Br)o1)c1ccc(C)o1	10%	1%	-1%	1	1.2	4%	-7%	-4%
O=C(O)CCSc1nnnn1-c1ccccc1	-12%	-1%	-14%	1	0.2	-2%	-6%	3%
O=C(CN1C(=O)S/C(=C/c2cc(Br)cs2)C1=O)N1CCOCC1	13%	0%	-24%	-8	0.4	-5%	13%	4%
CS(=O)(=O)c1ccc(Cl)c(NC(=O)c2cccc(N3C(=O)CCC3=O)c2)c1	18%	0%	4%	-20	1.0	-7%	0%	0%
COc1ccc(C(=O)/C=C/c2ccccc2OC)c(OC(=O)c2ccc([N+](=O)[O-])cc2)c1	9%	nt	7%	-2	0.0	-1%	7%	3%
c1cncc(-c2nc(-c3ccco3)cs2)c1	-2%	-2%	1%	?	0.4	-16%	-34%	1%
CCN(CC)S(=O)(=O)c1cc(C(=O)Nc2cccnc2Cl)ccc1Cl	-1%	1%	-6%	7	0.6	-9%	-3%	2%

Three compounds out of the list above, sorted by their value in MmCpn inh, high to low:
SMILES | EPAC2 antag | MmCpn inh | EPAC1 antag | PI5P4Ka inh | CCT chaperon mod | PLK1 PBD inh | WRN inhibitor
CCn1c(SCC(=O)N2CCCc3ccccc32)nnc1-c1c[nH]c2ccccc12 | 3% | 2% | -9% | -7 | -7.3 | -5% | 9%
c1cncc(-c2nc(-c3ccco3)cs2)c1 | -2% | -2% | 1% | ? | 0.4 | -16% | -34%
Cc1cc(=O)oc(C)c1C(=O)Nc1ccc(F)cc1 | 1% | -3% | 14% | 1 | -1.6 | 0% | -1%

(continued)
SMILES	EPAC2 antag	MmCpn inh	EPAC1 antag	PI5P4Ka inh	CCT chaperon mod	PLK1 PBD inh	WRN inhibitor	EPAC1 ag
COc1ccc(N(C(=O)COc2ccc(F)cc2)S(=O)(=O)c2ccc(C)cc2)cc1	2%	1%	-3%	8	-3.8	-9%	-2%	9%
CC(C)(C)OC(=O)N1CCC[C@H]1c1nnc(SCc2c(F)cccc2Cl)o1	4%	0%	-7%	-4	-2.6	?	9%	-9%
Cc1ccc(C)c(NC(=O)COc2coc(CN3CCc4ccccc4C3)cc2=O)c1	-5%	-3%	2%	0	-0.7	0%	4%	5%
COCCN(Cc1ccccc1)C(=O)c1cccc(S(=O)(=O)N2CCCc3ccccc32)c1	-4%	1%	-7%	3	-0.7	3%	-11%	8%
COc1ccccc1NC(=O)COc1ccc(/C=N/NS(=O)(=O)c2ccc(C)cc2)cc1	-6%	1%	0%	1	0.6	0%	-14%	0%
CCOc1ccccc1NC(=O)CCc1nnc2ccc(NCc3ccco3)nn12	1%	-1%	1%	-11	1.4	-8%	-8%	-8%
CCOC(=O)N1CCC(NC(=O)CSCc2nc(-c3cccc(OC)c3)oc2C)CC1	9%	1%	-2%	-1	0.7	-4%	-3%	2%
C=CCN1C(=O)/C(=C2/Sc3ccccc3N2C)SC1=Nc1ccccc1C	5%	2%	-22%	10	-5.6	1%	8%	1%
CCOc1ccc(N(CC(=O)NC2CCCCC2)C(=O)Cn2nnc(-c3ccc(C)o3)n2)cc1	3%	-1%	5%	-2	-2.4	1%	-1%	-5%
CN1CCN(C(=O)/C(=C/c2cccc([N+](=O)[O-])c2)NC(=O)c2ccccc2)CC1	1%	0%	9%	-8	1.5	-12%	1%	-9%
CCOC(=O)c1c(-c2ccc(C)o2)csc1NC(=O)CN1CCC(C(N)=O)CC1	-17%	-4%	-8%	3	-3.6	-18%	-3%	9%
Cc1cccc(CNC(=O)Nc2nnc([C@@H]3C[C@H](O)[C@@H](CO)O3)s2)c1	9%	nt	-1%	9	2.3	-3%	-5%	3%
CC(C)(C)C(=O)NC1CCN(S(=O)(=O)c2ccc(C(F)(F)F)cc2)CC1	2%	2%	27%	nt	-4.1	-6%	-1%	1%
CSC(=S)N/N=C(\C)c1ccc(Br)cc1	1%	2%	-2%	0	0.1	?	-12%	8%
Cc1csc(NC(=O)CSc2nnc(-c3ccoc3C)o2)n1	14%	1%	1%	nt	-2.1	0%	5%	-3%
COc1ccc(CC(=O)Nc2nc3ccccc3[nH]2)cc1	-5%	-1%	5%	-2	-0.6	-4%	1%	7%
O=C(OCc1ccccc1)c1ccccc1	-22%	nt	1%	-5	-0.2	-12%	3%	-17%
Cc1ccc(-c2cn3c(n2)CCCC3)cc1	-3%	-1%	-8%	-14	-0.6	-5%	4%	3%
CCCCn1nnnc1C(c1cc2ccccc2o1)N1CCN(c2ncccc2C#N)CC1 (centres undefined)	?	nt	-2%	17	0.0	6%	-6%	4%
Cc1ccccc1OCC(=O)NNC(=O)CN1C(=O)c2ccccc2C1=O	-6%	0%	14%	9	-3.4	0%	-21%	4%
C=CCNc1nc(SC)nc2ccsc12	-4%	-5%	-3%	2	1.6	-1%	-2%	-2%
CCc1ccc(NC(=O)CSc2nnnn2-c2cccnc2)cc1	-4%	1%	-24%	-10	0.0	-6%	-20%	0%
CC(C)C(=O)Nc1c(-c2cccc(Cl)c2)c(=O)c2ccccc2n1C	6%	0%	3%	-8	0.2	-12%	6%	11%
Cc1ccc(-n2c(=O)[nH]c3c(C(N)=O)nc(-c4ccc(C)o4)nc32)cc1	13%	-1%	1%	-24	2.3	-13%	-18%	-16%
CCOc1ccc(Cc2nnc(SCC(=O)c3ccc(OC)cc3)o2)cc1	-6%	1%	1%	nt	0.3	0%	-3%	13%
CCCN(CCC)Cc1cc(=O)oc2cc(C)cc(C)c12	?	nt	3%	-1	-1.3	-2%	-2%	-20%
S=C(NCCCCc1ccccc1)NCc1ccccc1	-15%	2%	1%	4	0.9	0%	-7%	11%
CN(C)CCCNC(=S)NCCNc1nc2cc3c(cc2cc1C#N)OCO3	8%	-1%	?	3	-0.7	-13%	1%	8%
COC(=O)c1cc(OC)c(OC)cc1NC(=O)CCN1C(=O)C2CCCCC2C1=O (centres undefined)	-12%	nt	3%	3	2.8	0%	30%	5%
O=C(NCc1ccc(F)cc1)C1CCCN1C(=O)Nc1ccc(F)cc1 (centres undefined)	0%	1%	0%	7	-3.3	8%	0%	-5%
COc1ccc(-c2csc(NC(=O)CSc3ncn[nH]3)n2)cc1OC	-4%	-8%	-26%	-4	-1.1	-7%	5%	2%
CN(c1ccccc1)S(=O)(=O)c1ccc(C(=O)N2CCCC2)cc1	-1%	-1%	-15%	6	-0.5	-2%	-9%	5%
Cc1c(Cl)cccc1NC(=S)N1CCCN(Cc2ccccc2F)C1	1%	2%	7%	3	0.3	-2%	4%	-2%
CN(C)c1ccc(N=Cc2cccn2C)cc1	24%	-11%	-9%	0	-1.5	-7%	3%	4%
Cc1ccc(/C=c2\sc3nc(-c4cccs4)nn3c2=O)o1	3%	-3%	0%	nt	-7.8	-2%	-4%[11.6 µM]	-3%

Assay outcomes from PubChem BioAssay.
